Compound activity from PubChem.
TDP1 cell noCPT: qHTS for Inhibitors of human tyrosyl-DNA phosphodiesterase 1 (TDP1): qHTS in cells in absence of CPT; DT40 Tdp1-/- hTDP1 cells, no CPT, ATP luminescence, 48 h; Potency, µM (highest dose often 46.2 µM), without a hit: at the highest dose activity change, negative = growth inhibition, usual class: inhibitors; hit rate 15% among 420,000; AID 686978, 2013; also: nearly all actives have a fitted effect of over 55% in size
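Camptothecin absent (DMSO only). Human TDP1-complemented DT40 knockout cells, 400 cells/well, 37 °C for minimum 48 hr; ATP measured via CellTiter-Glo, 30 min dark incubation, luminescence.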
DT40 TDP1 CPT: DT40-hTDP1 cell growth loss with CPT; chicken DT40 Tdp1-/-;hTDP1 cells + 20 nM CPT, ATP luminescence, 48 h; Potency, µM (series often up to 46.2 µM), for inactives: at the highest dose activity change, negative = growth inhibition, usual class: inhibitors; hit rate 12% among 420,000; also: nearly all actives have a fitted effect of over 55% in size
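Chicken DT40 Tdp1-/- cells complemented with human TDP1, 400 cells/well, exposed to compounds plus 20 nM camptothecin for at least 48 h at 37 C; viability read as ATP content by CellTiter-Glo luminescence.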
KAT2A inh: inhibitors of human GCN5L2 histone acetyltransferase | hit rate 0.21% among 390,000 | Potency, µM (doses to about 58.9 µM), without a hit: top-dose activity change, negative = inhibition, hits mostly inhibitors | GCN5L2 HAT assay, ThioGlo1 CoA-SH fluorescence | Q92830
Target sequence (Q92830 whole entry, looked up): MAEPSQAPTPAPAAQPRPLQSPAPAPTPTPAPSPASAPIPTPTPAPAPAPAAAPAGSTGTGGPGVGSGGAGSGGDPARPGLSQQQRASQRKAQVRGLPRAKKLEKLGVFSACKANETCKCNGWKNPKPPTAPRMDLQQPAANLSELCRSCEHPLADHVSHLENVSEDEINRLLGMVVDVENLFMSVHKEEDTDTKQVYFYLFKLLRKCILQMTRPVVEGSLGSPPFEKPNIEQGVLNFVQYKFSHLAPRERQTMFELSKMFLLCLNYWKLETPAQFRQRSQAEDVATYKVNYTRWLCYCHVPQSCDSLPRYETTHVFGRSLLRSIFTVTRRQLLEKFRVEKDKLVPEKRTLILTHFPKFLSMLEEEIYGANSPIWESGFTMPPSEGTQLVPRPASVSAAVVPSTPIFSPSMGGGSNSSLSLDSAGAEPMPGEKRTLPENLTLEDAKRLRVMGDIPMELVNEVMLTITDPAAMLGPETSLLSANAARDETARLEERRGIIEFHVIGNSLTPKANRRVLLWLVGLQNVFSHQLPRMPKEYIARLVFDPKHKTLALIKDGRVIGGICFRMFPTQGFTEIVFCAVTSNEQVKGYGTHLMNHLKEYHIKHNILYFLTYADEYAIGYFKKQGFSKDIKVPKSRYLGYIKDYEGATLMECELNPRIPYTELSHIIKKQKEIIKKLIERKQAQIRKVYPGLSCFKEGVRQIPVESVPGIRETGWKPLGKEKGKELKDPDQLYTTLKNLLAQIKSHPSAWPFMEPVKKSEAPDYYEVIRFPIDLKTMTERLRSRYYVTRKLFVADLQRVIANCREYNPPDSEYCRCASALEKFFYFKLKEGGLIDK
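Enzyme at 20nM final was mixed with library compounds for 15 min at room temperature. Peptide H3(1-25) at 75uM, acetyl-CoA at 70uM and ThioGlo1 at 50uM were then added. Plates were read immediately and after 20 min (Ex340nm/Em540nm).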
The depositor's hits bear a star; ? = inconclusive; . = not tested or not shown; & = joins results of further samples; [ ] = another dose, or the depositor's remark. Calls follow the shape of the dose curve; as a rule, active = well fitted curve in the direction sought with a large enough effect; inconclusive = small, poorly fitted or top-dose-only effect, or another doubt; inactive = no such curve, though single readings can be large; an effect the other way counts as inactive or inconclusive. % is scaled to controls: 0 for no effect and ±100 for the full control effect; potency is read from the fitted curve at half-maximal effect.

SMILES | TDP1 cell noCPT | DT40 TDP1 CPT | KAT2A inh
Cc1ccc(Nc2ccc(C(=O)N3CCCC3)cn2)c(C)c1 | 25.9µM* | ? | 1.6%
Cc1cccc(C(=O)Nc2ccccc2C(=O)NCc2ccco2)c1 | -21.9% | 2.6% | -12.9%
COC(=O)c1scc(-c2ccc(C)cc2)c1S(=O)(=O)N1CCN(c2ccc(C)cc2C)CC1 | 9.2µM* | 14.6µM* | 1.4%
Cc1ccc2nc(CN3CCN(C(=O)Nc4ccc(F)cc4)CC3)oc2c1 | ? | ? | -5.6%
CCOc1ccc(Oc2nc(NC)nc(N3CCOCC3)n2)nn1 | -4.2% | -9.5% | 0.2%
Cc1ccccc1/C(N)=N/O | 5.0% | -5.2% | -1.2%
Cc1ccc(C)c(NC(=O)CSc2nnc(NC(=O)C3CC3)s2)c1 | -10.7% | -5.1% | 1.7%
CN1CCc2c(sc(NC(=O)Cc3ccccc3)c2C#N)C1 | -12.4% | 2.3% | -21.7%
COc1ccc(/C=C2\SC(=S)N(C(C(=O)O)c3ccccc3)C2=O)c(OC)c1 (stereo not given) | 0.0% | -16.4% | -14.3%
COc1ccc(-c2oc3ncn4nc(-c5ccccc5O)nc4c3c2-c2ccc(OC)cc2)cc1 | -12.4% | -1.9% | -3.0%
Cc1ccc(S(=O)(=O)N2CCCc3cc(NS(=O)(=O)c4ccc(F)cc4)ccc32)cc1 | 18.4µM* | ? | -18.2%
COc1ccc(C(C)NC(=O)Cc2cccs2)cc1 (stereo not given) | -17.7% | 10.1% | ?
COc1ccc(S(=O)(=O)Nc2ccc3c(c2)C(=O)N([C@H](C)CO)C[C@H](C)[C@@H](CN(C)S(=O)(=O)c2cn(C)cn2)OCCCC[C@H](C)O3)cc1 | ? | -15.1% | .
O=S(=O)(c1ccc(Oc2ccc3oc4ccccc4c3c2)nc1)N1CCCC1 | ? | -27.7% | -2.2%
Cc1ccc(NC(=O)C(C)c2ccc(-c3ccccc3)c(F)c2)cc1 (stereo not given) | 7.31µM* | ? | 0.8%
CCCC(=O)n1nc(-c2cccnc2)nc1NCc1ccccc1 | -18.4%&-27.8% | -11.9%&-6.8% | -0.4%&-2.1%
CC(C)c1ccc(NC(=O)c2cc3c(=O)[nH]c4ccccc4c3n2C)cc1 | 14.6µM* | 6.51µM* | -0.3%
CCCOc1cccc(C(=O)Nc2ccc(-c3nc4ccccc4o3)cc2)c1 | 13µM* | ? | -3.8%
O=C(COc1ccc2ccc(=O)oc2c1)Nc1ccc(N2CCOCC2)cc1 | ? | -16.2% | 1.4%
Cc1ccc(NC(=O)C[n+]2ccccc2)cc1[N+](=O)[O-] | -19.4% | -22.0% | -8.3%
CC(=O)OC/C=C(\C)CC/C=C(\C)CC/C=C(\C)CC/C=C(\C)CC/C=C(\C)CC/C=C(\C)CC/C=C(\C)CC/C=C(\C)CCC=C(C)C | 13.7% | 10.2% | 0.5%
COc1ccc(-n2ccnc2SCC(=O)c2c(N)n(C3CC3)c(=O)[nH]c2=O)cc1 | 0.6% | -5.8% | .
COc1ccc(CC(=O)NCc2ccc(-n3cccc3)cc2)cc1OC | 2.31µM* | 2.31µM* | 29.9%
Cc1ccc(S(=O)(=O)N2CCN(C)CC2)c(C)c1 | -7.1% | -3.3% | -2.3%
Cc1cccc(C)c1NC(=O)N1CCC(c2nc3ccccc3o2)CC1 | -8.7% | -11.5% | 3.1%
SMILES | TDP1 cell noCPT | DT40 TDP1 CPT | KAT2A inh
CCCCN(CCCNC(=O)C1CCCN(S(=O)(=O)CCC)C1)Cc1ccccc1 (stereo not given) | 17.0% | -12.3% | 2.2%
COc1ccc(Oc2nc(C)cc(C)c2S(=O)(=O)c2ccc(C)cc2)cc1 | -7.6% | -19.0% | -6.7%
CCc1ccc(OCCOCC(O)CN2CCN(Cc3ccc(Cl)cc3)CC2)cc1 (stereo not given) | ? | 18.4µM* | -4.2%
CC1CCN(S(=O)(=O)c2ccc3c(ccn3CCC(=O)NCc3ccccc3F)c2)CC1 | ? | 16.4µM* | -11.8%
COc1ccccc1N1CCN(CCCNC(=O)c2cnn(-c3ccccc3Cl)c2C2CCN(C(=O)OC(C)(C)C)CC2)CC1 | 5.8µM* | 8.2µM* | -3.6%
CC1CCCCN1C(=S)NCc1ccco1 (stereo not given) | -15.3% | 2.0% | -1.9%
CC(=O)NC12CC3CC(C1)CC(C(=O)N1CCN(S(=O)(=O)c4ccc(Cl)s4)CC1)(C3)C2 | ? | -22.2% | -1.1%
CCCCCCCCNC(=O)/C(C#N)=C/c1ccccc1[N+](=O)[O-] | ? | ? | -26.2%
CCOC(=O)Cc1csc(SCC(=O)N(CC(C)C)c2c(N)n(Cc3ccccc3)c(=O)[nH]c2=O)n1 | 0.9% | 2.2% | -1.6%
O=C(COC(=O)c1cccc(Br)c1)NCc1ccco1 | -5.9% | -10.9% | -11.8%
Cc1nc2ccccc2c(=O)n1NC(=O)c1ccccc1 | 8.1% | -10.5% | 0.2%
CCc1cc(=O)oc2cc(C)cc(OC(C)C(=O)NC(Cc3c[nH]c4ccc(O)cc34)C(=O)O)c12 (stereo not given) | -2.0% | -8.6% | -21.9%
COCCCN1C(=O)C(=O)/C(=C(/O)c2ccc(OC(C)C)cc2)C1c1ccncc1 (stereo not given) | -2.8% | 0.8% | -9.3%
CC(C)C[C@H]1CN=C(Nc2ccccc2)N1CC1CCCCC1 | 16.4µM* | ? | 0.7%
COc1ccc(-c2nc3ccc(Cl)cn3c2Cc2ccccc2)cc1OC | ? | -21.1% | .
Cc1cccc(C)c1Nc1nc2ccccc2nc1NS(=O)(=O)c1ccccc1 | -14.8% | ? | -8.8%
Cc1[nH]c(C)c(S(=O)(=O)N2CCN(c3ccccc3)CC2)c1C(=O)N1CCCC1 | 17.8% | -6.8% | -19.3%
CCCc1n[nH]c(=O)c2c1nnn2Cc1ccccc1 | 0.9% | -9.4% | 0.3%
O=C(NCCc1ccc(Cl)cc1)c1ccc2c(c1)N(Cc1c(F)cccc1Cl)C(=O)CS2 | 2.59µM* | 9.2µM* | -9.0%
CCN1CCCC1CN(Cc1cc2ccc(C)cc2[nH]c1=O)C(=S)Nc1ccccc1OC (stereo not given) | 20.6µM* | ? | -1.1%
O=C(O)c1ccc(O)cc1O | -12.0% | -14.0% | -9.2%
CC(=O)Nc1ccc(/C=C2\Sc3ccccc3C2=O)cc1 | -3.5% | 5.1% | -0.7%
C[C@@H]1CN([C@H](C)CO)C(=O)c2cc(NC(=O)Cc3cn(C)c4ccccc34)ccc2O[C@H]1CN(C)C(=O)Nc1ccc2c(c1)OCO2 | ? | ? | -4.4%
OCCOCCNc1ncnc2sc(-c3ccccc3)cc12 | ? | ? | 1.4%
COc1ccc(N2C(=O)C3C(c4ccc(C(=O)O)cc4)NC(Cc4ccccc4)(C(=O)O)C3C2=O)c([N+](=O)[O-])c1 (stereo not given) | 19.2% | 5.2% | 5.5%
SMILES | TDP1 cell noCPT | DT40 TDP1 CPT | KAT2A inh
CSc1nsc(/C=C/Nc2cccc(Cl)c2)c1C#N | ? | ? | .
CCOC(=O)N1CCN(S(=O)(=O)c2cc(C)c(C)cc2C)CC1 | ? | ? | -1.6%
COc1ccc(Cn2c(CCC(=O)Nc3cc(C)cc(C)c3)nc3cccnc32)cc1 | ? | ? | -4.9%
CC(=O)c1cccc(NC(=S)NC(=O)c2ccccc2)c1 | ? | ? | 2.9%
Cc1ccc(C)c(OCC(=O)NCCNC(=O)COc2cc(C)ccc2C)c1 | ? | -25.3% | 2.1%
NC(=O)CSc1oc(-c2ccc(F)cc2)nc1S(=O)(=O)c1ccccc1 | -14.8% | -8.9% | -1.4%
COC(=O)c1sccc1S(=O)(=O)Nc1ccc(C)cc1 | -29.2% | -14.2% | -10.3%
O=C1OCc2cccc([N+](=O)[O-])c21 | 8.4% | 0.6% | 1.0%
CC(=O)c1c(C)[nH]c(C(=O)COC(=O)c2ccc(Cl)nc2)c1C | -7.9% | 12.6% | -3.6%
O=C(NC1C/C=C\C(c2ccccc2)N(c2ccccc2)C(=O)C1)OCC1c2ccccc2-c2ccccc21 (stereo not given) | 0.164µM* | -82.1% | -8.8%
O=C(c1cccs1)N1CCCC(c2ccccc2)C1 (stereo not given) | 18.4µM* | -0.1% | -6.7%
CC(=O)Nc1ccc(C(=O)Cn2c3[n+](c4c(F)c(F)ccc42)CCCCC3)cc1 | -1.4% | 1.1% | -1.9%
C=CCSc1nnc(-c2cc3c(C(F)(F)F)nn(C)c3s2)n1C | -8.6% | 4.4% | -4.5%
Cc1nn(C)cc1C(=O)c1ccccc1 | 1.9% | 10.1% | .
CC(=O)Nc1cc(C(=O)N(C)Cc2ccco2)ccc1Sc1ccc(C)cc1 | ? | ? | 20.4%
CC1CCC2(CC1)NC(=O)N(CC(=O)Nc1ccc3c(c1)OCO3)C2=O (stereo not given) | ? | -20.5% | -3.8%
Cc1nc(SCc2ccc(C#N)cc2)n[nH]1 | -10.4% | -8.1% | -9.0%
COc1ccc(C(C(=O)NCC2CCCO2)N(Cc2ccccc2)C(=O)c2snc(C(N)=O)c2N)cc1OC (stereo not given) | -27.3% | ? | -5.6%
COCCn1c(SCC(=O)Nc2ccccc2)nc2c1c(=O)[nH]c(=O)n2C | -14.3% | -18.2% | -3.8%
O=C(CS(=O)(=O)c1cn(Cc2ccc(Cl)cc2)c2ccccc12)N1CCOCC1 | ? | ? | 3.4%
O=C1/C(=C/c2cccs2)SC(=S)N1NS(=O)(=O)c1ccccc1 | -2.3% | 11.7% | -1.8%
Cn1nccc1C(=O)NC1CC(C)(C)Cc2c1cnn2-c1ccc(F)cc1 (stereo not given) | ? | ? | -24.7%
O=C(Nc1ccon1)c1cccc(S(=O)(=O)N2CCCC2)c1 | -6.6% | -10.2% | 4.3%
Cc1nc(C)n(CC(O)COc2ccc3cc(Br)ccc3c2)n1 (stereo not given) | ? | ? | .
COc1cc(C(=O)N2CCCc3ccccc32)c([N+](=O)[O-])cc1OC | -8.5% | -22.6% | -2.7%

3 structures already listed, ordered by formula weight, rising.
SMILES | TDP1 cell noCPT | DT40 TDP1 CPT | KAT2A inh
O=C1OCc2cccc([N+](=O)[O-])c21 | 8.4% | 0.6% | 1.0%
Cc1nn(C)cc1C(=O)c1ccccc1 | 1.9% | 10.1% | .
Cc1ccc(C)c(OCC(=O)NCCNC(=O)COc2cc(C)ccc2C)c1 | ? | -25.3% | 2.1%

Whole records from above. Order of values: TDP1 cell noCPT | DT40 TDP1 CPT | KAT2A inh
CCOC(=O)N1CCN(S(=O)(=O)c2cc(C)c(C)cc2C)CC1 is listed with ? | ? | -1.6%
Cc1ccc(NC(=O)C[n+]2ccccc2)cc1[N+](=O)[O-] is listed with -19.4% | -22.0% | -8.3%

The listing continues:
SMILES | TDP1 cell noCPT | DT40 TDP1 CPT | KAT2A inh
O=C(Nc1ccc2ccccc2n1)c1ccc(Cl)cc1 | ? | 5.7% | -5.8%
COc1ccc(C(=O)OCC(=O)Nc2cc(C)on2)cc1S(=O)(=O)N1CCOCC1 | -13.5% | -5.4% | -3.0%
O=C1NC(O)CCN1C1CC(O)C(CO)O1 (stereo not given) | -5.3% | -0.8% | .
Cc1ccc(P(=O)(CO)c2ccc(C)cc2)cc1 | -11.3% | 2.5% | -2.7%[0.501 µM]
CCOc1ccccc1NC(=O)c1ccc2c(c1)CCN2S(C)(=O)=O | ? | ? | -2.8%
CC(=O)Nc1ccc(S(=O)(=O)NC2CC(=O)N(c3cccc(F)c3)C2)cc1 (stereo not given) | -11.7% | -7.5% | -4.5%
O=C(COc1ncnc2ccccc12)NCC1CCCO1 (stereo not given) | -10.8% | 1.5% | -9.7%
CCC(C(=O)Nc1nccs1)(C(F)(F)F)C(F)(F)F | ? | -12.4% | -4.8%
COC(=O)c1cc(OC)nc2c1c(=O)n(C)c(=O)n2C | -4.9% | -3.0% | -0.5%

Four records picked at random from those above:
SMILES | TDP1 cell noCPT | DT40 TDP1 CPT | KAT2A inh
O=C(Nc1ccc2ccccc2n1)c1ccc(Cl)cc1 | ? | 5.7% | -5.8%
O=C1NC(O)CCN1C1CC(O)C(CO)O1 (stereo not given) | -5.3% | -0.8% | .
COC(=O)c1cc(OC)nc2c1c(=O)n(C)c(=O)n2C | -4.9% | -3.0% | -0.5%
O=C(COc1ncnc2ccccc12)NCC1CCCO1 (stereo not given) | -10.8% | 1.5% | -9.7%
